Insulin prom inh: TRM-6 insulin promoter activity inhibition | inhibition, % at 2 µM | actives 0.9% (n = 130,000) | AID 1273 | TRM-6 cells (human fetal islet line), insulin promoter-eGFP reporter, imaging; reporter expression induced with tamoxifen;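 active = inhibition above the mean plus 3 SD, with well images judged a real hit on visual review, cut at about 60% in these data, passing the limit was not always enough; inconclusive = inhibition over the cutoff but images rejected on review; inactive = inhibition not above the cutoff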
SDO1 yeast rescue: sdo1-depleted yeast growth rescue | S. cerevisiae sdo1-depleted JHY4D growth rescue, OD600 30 h; hits give high values; pdr5 snq2 efflux-pump mutant strain | actives 0.21% (n = 140,000) | z-score at 10 µM;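 active = z-score above 3 at both the 24 hr and the 30 hr optical density reads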;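 also: z-score against mean and SD of all compound wells on the same plate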
SDO1 yeast rescue Rescue 24 h: second read-out of SDO1 yeast rescue, no call of its own (marks repeat the call); z-score; S. cerevisiae sdo1-depleted JHY4D growth rescue, OD600; measured here: growth rescue at 24 h;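 0 is the plate mean of compound wells and units are plate SD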
Active calls of the source: *; u = inconclusive; x = no result given; [ ] = another dose, or the depositor's remark.

molecule	SDO1 yeast rescue Rescue 24 h	Insulin prom inh	SDO1 yeast rescue
COc1ccc(-c2nnc(SCc3ccccc3F)o2)cc1OC	-1.3	19	-1.2
CCOC(=O)c1c(-c2ccccc2)csc1NC(=S)N(CC)CC	-0.42	x	-0.42
COc1cc(/C=C/C(=O)Nc2ccc(C(C)=O)cc2)cc(OC)c1OC	0.2	-18	0.28
COc1ccc(N2CCC(CNC(=O)Nc3ccc(OC)cc3OC)C2)cc1 (stereo not given)	0.35	x	0.5
COc1ccc(N2C(=O)C3ON(C4SC(=S)N(C)C4(C)C)C(c4ccc(Cl)cc4)C3C2=O)cc1 (stereo not given)	1.9	-37	1.4
N=c1c(-c2nc3ccccc3[nH]2)cc(C(=O)c2cccs2)nn1-c1ccccc1	-1.6	33	-0.74
CCOCCCn1c(=S)[nH]c2cc(C(=O)N3CCC(C(N)=O)(N4CCCCC4)CC3)ccc2c1=O	x	7	x
Cc1cccc2c(CCNC(=O)c3ccc([N+](=O)[O-])cc3)c[nH]c12	-0.79	x	-0.37
O=C(c1cc(-c2cccs2)on1)N1CCN(c2ccc(F)cc2)CC1	-0.46	3	-0.72
NS(=O)(=O)c1cccc(NC(=S)NC(=O)C23CC4CC(CC(C4)C2)C3)c1	0.22	29	0.43
CC(=O)NCc1cn2c(C)csc2n1	-0.76	x	-0.18
O=C(Nc1ccccc1Cc1ccccc1)C1CC(=O)N(c2ccc3c(c2)OCCO3)C1 (stereo not given)	1.1	-3	0.89
CC(=O)Nc1cc(C(=O)N2CCCC2)ccc1Sc1ccc(C)cc1	2.6	-20	2.5
O=C(CN(c1cccc([N+](=O)[O-])c1)S(=O)(=O)c1ccccc1)NCc1ccccc1	-0.78	-146	-0.49
N#Cc1nc(COc2cccc(Cl)c2)oc1N1CCN(c2ccccc2)CC1	1.3	24	1.3
Cc1ccccc1C(=O)NC1CCN(C(=O)N2CCOCC2)CC1	-0.41	75*	0.66
CCN(/C=N/c1sc2c(c1C#N)CCCCC2)CC	1	-13	0.29
COc1ccc(NC(=O)COC(=O)c2ccc(OCc3ccccc3Cl)c(OC)c2)c(OC)c1	2.4	7	0.63
Cc1cccc(-n2c(N)c(C(=O)NCCN3CCOCC3)c3nc4ccccc4nc32)c1	-0.07	3	-0.04
COc1ccc(C(=O)/C=C/c2ccc(OC)c(CN3CCOCC3)c2)cc1	-0.91	x	-0.21
CC(=O)Nc1cccc(OCC(O)Cn2cnc3ccccc32)c1 (stereo not given)	-0.58	-9	-0.33
CCC(C(=O)OCC(=O)Nc1c(Cl)cccc1Cl)c1ccccc1 (stereo not given)	-0.65	-31	-0.11
Cc1ccc(S(=O)(=O)N2CCN(C(=O)CN3CCOCC3)C2C(C)C)cc1 (stereo not given)	0.08	-500	0.37
COc1ccc(NC(=O)C(NC(C)=O)C(=O)NCc2ccccc2OC)cc1 (stereo not given)	0.04	19	0.37
CC(=O)Oc1ccc(C(=O)Nc2ccccc2C(=O)NCC(C)C)cc1	0.77	20	0.63
COc1ccccc1NS(=O)(=O)c1cc(N)ccc1N1CCCCC1	x	u	x
CC(C)c1cc(C(=O)O)n[nH]1	1.7	x	1.3
COc1ccc(OCCCC(=O)Nc2cccc([N+](=O)[O-])c2)cc1	0.15	29	0.77
Cc1cccc(-n2c(-c3csc(C)c3C)n[nH]c2=S)c1	-0.78	-50	-0.48
O=S(=O)(c1ccc(Oc2ccc(Br)cc2F)nc1)N1CCCCC1	-0.16	x	-0.87[7.8 µM]
COc1ccc(NC(=O)CSc2nc3ccccc3c(=O)n2CCC(=O)N2CCCCC2)cc1	-0.04	8	0.14
C=CCc1cc(C=O)cc(OC)c1OCc1c(Cl)cccc1Cl	0.48	-10	-0.39
COCCn1c(-c2cccc([N+](=O)[O-])c2)nc2c1c(=O)[nH]c(=O)n2Cc1ccccc1	0.05	37	-0.25
Cc1ccc(S(=O)(=O)NCCNc2ccc([N+](=O)[O-])cc2C(F)(F)F)cc1	-0.75	-178	-1.6
COc1ccc(-c2nnc(SCC#N)o2)cc1	1.9	-9	1.3
CC1=CC(C)C2(CO)COC(c3ccccc3O)C1C2C (stereo not given)	1.7	-17	0.93
COc1ccc(NC(=O)c2ccc(COCC(F)(F)F)cc2)cc1OC	0.63	-26	0.52
COCCOC(=O)C1=C(C)NC2=C(C(=O)CC(C)(C)C2)C1c1cccnc1 (stereo not given)	0.25	3	1.6
OCCCNC(=S)NC1CCCC1	x	-471	x
CCCOc1c(Br)cc(/C=N/O)cc1OC	0.21	0	-0.31
CCc1ccc(OCCCC(=O)NCc2ccccc2)cc1	-0.29	17	-0.64
CCCC(=O)NNC(=O)CCC(=O)Nc1ccccc1Cl	x	33	x
CC(C)Oc1ccc(CN=C(N)N=C(N)N)cc1Cl	0.48	x	0.87
Cc1noc(C)c1C(=O)OCC(=O)c1ccc[nH]1	-0.68	x	-0.31
CCN1CCN(CC(=O)Nc2cc(C)c(C)cc2[N+](=O)[O-])CC1	-0.36	x	-0.05
COc1cc(C(=O)OCc2ccc(C)cc2)cc(NC(=O)c2cccs2)c1OC	1	-19	0.65
CN(C)S(=O)(=O)c1ccc(NC=O)cc1	x	20	x
CNC(=O)COC(=O)c1ccc(NC(=O)CC#N)cc1	-0.11	-5	-0.52
CC1(C)CC(=O)C2=C(C1)N(Cc1ccco1)C(=O)C2(NC(=O)c1cccnc1)C(F)(F)F (stereo not given)	-1.2	38	-0.67
Cc1ccc(N2C(=O)CC(Sc3ncccc3C(=O)O)C2=O)cc1 (stereo not given)	x	44	x

(more compounds)
molecule	SDO1 yeast rescue Rescue 24 h	Insulin prom inh	SDO1 yeast rescue
Cc1ccc(-c2noc(CSc3nnc(-c4cccs4)n3C)n2)cc1	-0.73	62	-1.1
Cc1ccc2nc(SCc3nc4ccccc4c(=O)[nH]3)[nH]c2c1	x	0	x
CCOC(=O)/C(C#N)=C1/C=CN(C)C(C)=N1	-0.67	-100	0.07
Cn1c(N)c(C(=O)COC(=O)C2(c3cccc(F)c3)CCCC2)c(=O)n(C)c1=O	-0.8	12	-0.39
COc1ccc(NC(=O)C23CC4CC(C2)CC(c2ccc(C)cc2)(C4)C3)cc1	0.23	35	0.81
Cc1cc(C)cc(N/C(N)=N/c2nc(C)cc(C)n2)c1	0.18	-38	0.26
CCCCn1c(N)c(-c2nc3ccccc3s2)c2c([N+](=O)[O-])nn(CC)c(=O)c21	-1.1	-8	-2.1
CC(/C=C/c1ccco1)=N\NC(=O)c1cc(C)[nH]n1	-0.67	-11	-0.75
Cc1nc(NC(=O)/C=C/c2ccco2)sc1C	0.62	-20	0.63
Cc1ccc(OCc2nnc(SCc3cc(=O)[nH]c4ccccc34)o2)cc1	-0.23	x	-0.13
CCCCCOCC(O)CCC(=O)NN (stereo not given)	1.1	x	1.3
COc1cccc(CNC(=O)C2=Cc3cccc(OC)c3OC2)c1	x	0	x
Cc1cc(C)c(C(N)=O)c(Nc2ccc3c(c2)OCCO3)n1	1.9	-31	1.9
C/C=C(/C)C(=O)O[C@@H]1c2c(ccc3ccc(=O)oc23)O[C@@H]1C(C)(C)OC(=O)/C(C)=C\C	0.17	-5	-0.54
O=S(=O)(c1ccc(-c2nnc(SCc3ccccc3)o2)cc1)N1CCCC1	0.63	x	-1
COc1ccc(C(=O)NNC(=O)C(Cc2ccc(O)cc2)NC(=O)c2ccccc2NC(=O)c2ccc(OC)cc2)cc1 (stereo not given)	0.11	22	-0.52
Cc1ccc(S(=O)(=O)c2c(C)cc(C)nc2Cl)c(C)c1	0.45	37	0.06
CCCn1c(CCc2ccccc2)nnc1SCC(=O)N1CCOCC1	-0.75	78*	-0.43
Cc1ccc(NC(=O)c2nccnc2C(=O)O)cc1C	0.23	x	0.76
Cc1cc(C)n2c(SCC#N)nnc2n1	0.49	x	0.76
CN(CCO)C(=O)CCC(=O)Nc1ccc(S(N)(=O)=O)cc1	-0.95	36	0.1
O=C(COC(=O)C1CC1)Nc1ccc2c(c1)OCO2	x	-59	x
CCN(CC)S(=O)(=O)c1ccc(Cl)c(NC(=O)COC(=O)c2c(C)noc2C)c1	0.21	x	0.24
CCC(=O)c1ccc(OCC(O)CN2CCOCC2)cc1 (stereo not given)	-0.94	0	-0.32
NC(=NCCc1ccccc1)NS(=O)(=O)c1ccccc1	-0.52	31	0.51

Retrieved by structure from the entries so far:
molecule	SDO1 yeast rescue Rescue 24 h	Insulin prom inh	SDO1 yeast rescue
Cc1cc(C)c(C(N)=O)c(Nc2ccc3c(c2)OCCO3)n1	1.9	-31	1.9
CCCn1c(CCc2ccccc2)nnc1SCC(=O)N1CCOCC1	-0.75	78*	-0.43

Next section
molecule	SDO1 yeast rescue Rescue 24 h	Insulin prom inh	SDO1 yeast rescue
Cc1cccc(NC(=O)NNC(=O)c2cc(-c3ccccc3Cl)nc3ccccc23)c1	0.08	30	0.15
CC12COC3(C(=O)Nc4ccc([N+](=O)[O-])cc4)CC1CCC32C (stereo not given)	-0.61	47	-0.53
COC(=O)c1c(N)n(-c2ccc(NC(C)=O)cc2)c2nc3ccccc3nc12	0.16	x	0.37
CC(=O)CCn1c(=O)n(CCC(C)=O)c(=O)n(CCC(C)=O)c1=O	-1	39	-0.17
Cc1ccc2[nH]c3c(c2c1)CCC3=O	-1.4	x	-0.73
O=C(NCc1ccc2c(c1)OCO2)C1CC(c2ccc(Cl)cc2)=NO1 (stereo not given)	0.33	17	0.15
COc1ccc2c(-c3cccnc3)cc(=O)[nH]c2c1	2	16	2.2
COc1ccc(OC)c(C2C(C#N)=C(N)Oc3cc(C)[nH]c(=O)c32)c1 (stereo not given)	-0.39	25	0.47
CCC(C)(C)n1nnnc1C(c1cccnc1)N1CCN(c2cccc(C(F)(F)F)c2)CC1 (stereo not given)	0.29	-24	-1.6
O=C(CNC(=S)NC(=O)c1ccco1)c1ccccc1	-0.33	-54	-0.28
CCC(C)[C@H](NC(=O)NCc1ccco1)C(=O)O (stereo not given in full)	-0.47	x	0.09
O=C(CSc1ncnc2c1sc1ccccc12)Nc1ccc(Br)cc1	-0.31	-26	-1.1
O=C(CSc1ccc(-c2cccs2)nn1)N1CCCCC1	1.2	x	0.89
CCN1C(=O)N/C(=C/c2cc(C)n(Cc3ccccc3)c2C)C1=O	-0.09	x	-0.69
OCCCCNCc1cc(Br)ccc1OCc1ccccc1	x	47	x
FC(F)Oc1ccc(NC(=S)NCc2nc3ccccc3[nH]2)cc1	x	-16	x
CCC(C)N(C(=O)Cn1nnc2ccccc21)C(C(=O)Nc1ccc(F)cc1)c1cccc(OC)c1 (stereo not given)	0.15	-26	0.03
O=C(C1CCN(S(=O)(=O)N2CCCC2)CC1)N1CCCCC1	0.6	-42	0.73
N#Cc1cccc(C(c2nnnn2C2CCCC2)N2CCCCCC2)c1 (stereo not given)	-0.35	-37	0.18
COc1cc(C(=O)OCCN2CCCCC2)ccc1O	2.2	-7	3
COc1cc(NC(=O)CN2c3cccc4cccc(c34)S2(=O)=O)cc(OC)c1OC	-1.9	38	-0.8
Cc1ccccc1-n1nc(C)c2c(C(=O)NN)cc(-c3ccncc3)nc21	x	21	x
CCOc1ccc2nc(NC(=O)CSc3nnnn3C3CCCCC3)sc2c1	-0.75	-11	-1.6
O=C(NC(=S)Nc1ncccn1)c1ccccc1Cl	0.27	14	0.48
CCCC(=O)Nc1ccccc1N1CCN(C(=O)C(C)C)CC1	0.45	x	0.88

Copied from above (four entries):
molecule	SDO1 yeast rescue Rescue 24 h	Insulin prom inh	SDO1 yeast rescue
Cc1ccccc1-n1nc(C)c2c(C(=O)NN)cc(-c3ccncc3)nc21	x	21	x
CCOc1ccc2nc(NC(=O)CSc3nnnn3C3CCCCC3)sc2c1	-0.75	-11	-1.6
O=C(NC(=S)Nc1ncccn1)c1ccccc1Cl	0.27	14	0.48
CCCC(=O)Nc1ccccc1N1CCN(C(=O)C(C)C)CC1	0.45	x	0.88

(next part)
molecule	SDO1 yeast rescue Rescue 24 h	Insulin prom inh	SDO1 yeast rescue
COc1ccc(OCCCC(=O)Nc2cccc(SC)c2)cc1	-0.25	x	-0.03
Cc1ccc(-c2cc(-c3nnc(SCC(=O)N(C)CCC#N)n3N)c3ccccc3n2)cc1	-0.06	x	0.44
Cc1ccc(NCc2nnc(SCC(N)=O)o2)c(C)c1	x	-14	x
COCCNC(=O)C(c1ccc(C)o1)N(Cc1ccc(F)cc1)C(=O)Cn1nnc2ccccc21 (stereo not given)	-0.12	-78	0.13
CC(C)CC(=O)NNC(=S)Nc1ccc(S(N)(=O)=O)cc1	x	35	x

Screening results: PubChem BioAssay, several laboratories

Not all compounds are listed. The share of hits here may be higher or lower than overall.
